GPR55 antagonists: GPR55 antagonists blocking LPI-driven arrestin recruitment, primary screen, imaging, U2OS, beta-arrestin-GFP, LPI agonist (AID 2013); G-protein coupled receptor 55 (Homo sapiens); U2OS GPR55 beta-arrestin-GFP translocation imaging, LPI antagonism; higher % means a stronger effect; one-dose inhibition, % at 10 µM; IC50 in µM for titrated hits; 290,000 tested, 0.13% active;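 active = spots per cell inhibited over 60%, with over 100 cells counted and total cytoplasm intensity under 500,000; inconclusive = wells with under 100 cells, flagged as likely toxic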;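 note: U2OS cells stably carrying GPR55 and arrestin-GFP stimulated by 5 µM LPI near EC80; imaged beta-arrestin-GFP aggregate spots per cell after agonist stimulation; plate controls were LPI-stimulated DMSO wells for no effect and DMSO wells without LPI for full effect; some results filed as inactive read as strong as hits; confirmed hits need IC50 under 10 µM and bright autofluorescent wells are also inconclusive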
GPR35 arrestin U2OS: GPR35 antagonists blocking zaprinast-driven arrestin recruitment, primary screen, imaging, U2OS, beta-arrestin-GFP, zaprinast agonist (AID 2058); inhibition, % at 10 µM, or IC50 in µM where a hit was titrated; U2OS GPR35 beta-arrestin-GFP translocation imaging, zaprinast antagonism; higher % means a stronger effect; 290,000 tested, 0.052% active;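 active = inhibition of at least 50% with at least 30 cells and total cytoplasm GFP at most 10,000,000; inconclusive = under 30 cells or total GFP of 10,000,000 plus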
Yfh1-off respiration: enhancers of respiration in Yfh1-depleted yeast, dose response, Friedreich's ataxia, plus single-dose screen (AID 1465); S. cerevisiae Yfh1-off respiration, WST-1 reduction, 72 h; higher fold induction means a stronger effect; fold induction at 50 µM; hits with a dose series show EC50 in µM; 220,000 tested, 0.074% active;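 active = fold induction of absorbance versus untreated yeast above a set limit, then at least 30% activation at any dose in follow-up; inconclusive = repeats straddling the limit, or above it without dose testing; inactive = fold induction below the set limit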;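 note: activators that raise dye reduction in frataxin-depleted yeast; strong numbers were not always called active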
GPR55 beta-arrestin: GPR55 agonists via beta-arrestin recruitment, primary screen, imaging, U2OS cells, beta-arrestin-GFP redistribution (AID 1961); G-protein coupled receptor 55 (Homo sapiens); U2OS GPR55 beta-arrestin-GFP redistribution imaging; higher % means a stronger effect; one-dose activation, % at 10 µM; EC50 in µM for titrated hits; 290,000 tested, 0.048% active;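 active = activation above 40% with more than 50 cells counted in the well; inconclusive = wells holding fewer than 50 cells, flagged as toxic or sparse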;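 note: U2OS osteosarcoma cells stably expressing GPR55 and beta-arrestin-GFP; plate controls were DMSO negative control for no effect and LPI positive control for full effect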
MgcRacGAP inhibition: MgcRacGAP GTPase-activating activity inhibitors, confirmation, biochemical, ADP Hunter fluorescence; MgcRacGAP-stimulated Rac1 GTP hydrolysis, ADP Hunter fluorescence; higher % means a stronger effect; GST-tagged Rac1 F28L mutant substrate; inhibition, % at 30 µM, or IC50 in µM where a hit was titrated; Rac GTPase-activating protein 1 (Homo sapiens); 340,000 tested, 0.6% active;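 active = first-screen hits whose inhibition reached a set limit at any dose in the follow-up dose series; inconclusive = inhibition above the set first-screen limit but never retested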;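 note: fluorescence reports GDP produced by GAP-driven GTP hydrolysis; strong numbers were not always called active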
SV40 large T antigen: SV40 large T antigen inhibitors, biochemical (AID 1903). inhibition, % at 20 µM; hits with a dose series show IC50 in µM. 310,000 tested, 0.39% active. SV40 large T antigen ATPase/helicase inhibition assay; higher % means a stronger effect; in the data active = a potency from the dose series; inconclusive = inhibition mostly from about 32% at the one dose, without a potency; inactive = the rest, 99 in 100 with inhibition below about 32%; note: strong numbers were not always called active
Dengue-2 NS5 capping: Dengue-2 NS5 methyltransferase inhibitors, primary screen, biochemical, confirmation dose response (AID 588689); Genome polyprotein (Dengue virus type 2 (strain 16681-PDK53)); Dengue-2 NS5 methyltransferase capping enzyme assay, biochemical; higher % means a stronger effect; inhibition, % at 25 µM; hits with a dose series show IC50 in µM; 340,000 tested, 0.3% active; in the data active = a potency from the dose series; inconclusive = inhibition above about 29% without an active follow-up result
AID2073: inhibitors of Mint1-CaV2.2 protein interaction, biochemical, HTRF (AID 2073); 290,000 tested, 0.19% active; inhibition, % at 20 µM; hits with a dose series show IC50 in µM; HTRF protein-protein interaction, Mint1-CaV2.2; higher % means a stronger effect; Voltage-dependent N-type calcium channel subunit alpha-1B (Homo sapiens); in the data active = inhibition mostly above about 51%, no sharp cut-off; inconclusive = no clear call, values can overlap the other calls; inactive = mostly below about 53%; note: some results filed as inactive read as strong as hits
NTR1 agonist: agonists of NTR1, primary screen, imaging, U2OS cells, beta-arrestin-GFP, high content (AID 493036); Neurotensin receptor type 1 (Homo sapiens), P30989; NTR1-U2OS beta-arrestin-GFP spot imaging, agonist mode; activation, % at 20 µM; 330,000 tested, 0.17% active;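 active = activation at or above 40% of the spot to cytoplasm intensity ratio, with at least 20 cells analyzed; inconclusive = wells under 20 cells, flagged as cytotoxic or low count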;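 note: 0% = DMSO without peptide and 100% = 100 nM NTR1 peptide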
Target sequence (P30989 whole entry, looked up): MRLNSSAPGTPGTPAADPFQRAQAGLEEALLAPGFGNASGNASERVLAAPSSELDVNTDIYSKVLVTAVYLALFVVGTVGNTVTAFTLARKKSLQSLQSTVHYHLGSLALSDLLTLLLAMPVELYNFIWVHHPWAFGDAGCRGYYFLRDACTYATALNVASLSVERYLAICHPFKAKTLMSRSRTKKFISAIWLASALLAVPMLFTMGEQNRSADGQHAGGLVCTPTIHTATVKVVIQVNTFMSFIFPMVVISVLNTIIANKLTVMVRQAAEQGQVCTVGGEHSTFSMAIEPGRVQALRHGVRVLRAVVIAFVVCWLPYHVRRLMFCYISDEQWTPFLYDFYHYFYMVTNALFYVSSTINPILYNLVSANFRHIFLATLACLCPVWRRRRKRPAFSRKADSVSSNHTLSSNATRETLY
NTR1 agonist cell count 20 µM: second read-out of NTR1 agonist, no call of its own (marks repeat the call); cell count; measured here: cell count, cytotoxicity flag
* = called active by the depositor; i = inactive; ? = inconclusive; / = not tested or not shown. Hits appear at their usual frequency. Share with any hit: about 1.7%.

mol	GPR55 antagonists	GPR35 arrestin U2OS	Yfh1-off respiration	GPR55 beta-arrestin	MgcRacGAP inhibition	SV40 large T antigen	Dengue-2 NS5 capping	AID2073	NTR1 agonist	NTR1 agonist cell count 20 µM
COc1ccc(CCNC(=O)C2CC(c3ccccc3C(F)(F)F)=NO2)cc1 (stereo not drawn)	8%	-1%	i	0.6%	8%	15%	7%	?	-6.6	107
CCOc1cccc2cc(C(=O)N3CCc4ccccc43)c(=O)oc12	-7%	-8%	i	-0.2%	-7%	0%	-4%	-11%	-1.9	65
CCCNc1c(N)n(-c2ccccc2)c(=O)[nH]c1=O	0%	-12%	i	-0.2%	-4%	3%	-2%	-13%	5.6	103
N#CCC(=O)Nc1ccc(C(=O)OCC(=O)NCCCc2ccccc2)cc1	0%	6%	/	0.0%	6%	2%	-5%	7%	-0.6	100
CC1SC(=NC(=O)c2ccncc2)NC1=O (stereo not drawn)	-9%	-20%	i	0.4%	2%	9%	-6%	-7%	1.3	58
COc1ccc(NC(=O)c2cc(CN3C(=O)c4ccccc4C3=O)ccc2OC)cn1	-11%	0%	i	-0.1%	7%	3%	-2%	11%	2.7	57
CCc1nc2ccccc2c(C(=O)Oc2cccc3cccnc23)c1C	0%	18%	i	-0.1%	6%	4%	1%	4%	24	91
Cc1ccc(C23CC4CC(CC(C(=O)OCC(=O)NC5CCS(=O)(=O)C5)(C4)C2)C3)cc1 (stereo not drawn)	-10%	1%	i	0.2%	6%	10%	-1%	-10%	2.1	51
O=C(NC(Cc1c[nH]c2ccccc12)C(=O)O)/C(=C\c1ccc2c(c1)OCO2)NC(=O)c1ccccc1 (stereo not drawn)	-8%	4%	i	0.0%	6%	15%	-9%	10%	-0.6	53
CN(C)S(=O)(=O)c1cccc(NC(=O)CNCC2CCCCC2)c1	2%	8%	i	0.5%	115µM*	22%	-6%	-3%	0.3	52
FC(F)(F)c1ccc(/C=N/NC(=S)NC2CCCCC2)cc1	-8%	4%	i	-0.2%	-9%	4%	-1%	9%	0.5	61
O=C(O)CCSc1nnc(-c2ccncc2)n1-c1ccccc1	15%	3%	i	-0.2%	1%	7%	-4%	-3%	0.4	52
Cc1ccc(S(=O)(=O)N(C)CCCC(=O)Nc2cc(C)ccc2C)cc1	12%	19%	/	-0.2%	8%	-14%	1%	-14%	-1.1	76
COc1ccccc1NC(=O)COc1ccc(CO)cc1Cl	4%	5%	i	-0.2%	10%	4%	-7%	2%	2.0	65
O=C1CCCN1CCNC(=S)Nc1ccccc1	-6%	8%	i	-0.1%	-1%	1%	-6%	-15%	-1.0	36
COc1ccc(Cl)cc1N1C(=O)C2CCCN2C1c1sccc1C (stereo not drawn)	11%	4%	i	0.0%	11%	3%	9%	-4%	-1.1	79
Fc1ccc(/C=N/n2cnn(Cc3ccccc3Cl)c2=S)cc1	6%	7%	i	0.6%	5%	6%	-14%	8%	0.5	23
COc1cc(/C=C/[N+](=O)[O-])ccc1OCc1cccc(C(=O)O)c1	6%	8%	i	0.6%	/	?	/	41%	30	93
Cc1cc(NC(=O)C(C)SCC(=O)Nc2ccccc2C(C)(C)C)no1 (stereo not drawn)	/	/	/	/	7%	31%	-1%	/	0.2	62
COc1ccc(S(=O)(=O)N2CCCCCC2)cc1C(=O)NCCOc1ccc(C)cc1	/	/	/	/	7%	21%	-6%	/	0.7	52

Not a retest: 2 of the compounds above.
mol	GPR55 antagonists	GPR35 arrestin U2OS	Yfh1-off respiration	GPR55 beta-arrestin	MgcRacGAP inhibition	SV40 large T antigen	Dengue-2 NS5 capping	AID2073	NTR1 agonist	NTR1 agonist cell count 20 µM
Cc1cc(NC(=O)C(C)SCC(=O)Nc2ccccc2C(C)(C)C)no1 (stereo not drawn)	/	/	/	/	7%	31%	-1%	/	0.2	62
COc1ccc(S(=O)(=O)N2CCCCCC2)cc1C(=O)NCCOc1ccc(C)cc1	/	/	/	/	7%	21%	-6%	/	0.7	52

Reprinted at random: 7 records from the list
mol	GPR55 antagonists	GPR35 arrestin U2OS	Yfh1-off respiration	GPR55 beta-arrestin	MgcRacGAP inhibition	SV40 large T antigen	Dengue-2 NS5 capping	AID2073	NTR1 agonist	NTR1 agonist cell count 20 µM
COc1ccccc1NC(=O)COc1ccc(CO)cc1Cl	4%	5%	i	-0.2%	10%	4%	-7%	2%	2.0	65
Fc1ccc(/C=N/n2cnn(Cc3ccccc3Cl)c2=S)cc1	6%	7%	i	0.6%	5%	6%	-14%	8%	0.5	23
O=C(O)CCSc1nnc(-c2ccncc2)n1-c1ccccc1	15%	3%	i	-0.2%	1%	7%	-4%	-3%	0.4	52
COc1ccc(S(=O)(=O)N2CCCCCC2)cc1C(=O)NCCOc1ccc(C)cc1	/	/	/	/	7%	21%	-6%	/	0.7	52
N#CCC(=O)Nc1ccc(C(=O)OCC(=O)NCCCc2ccccc2)cc1	0%	6%	/	0.0%	6%	2%	-5%	7%	-0.6	100
FC(F)(F)c1ccc(/C=N/NC(=S)NC2CCCCC2)cc1	-8%	4%	i	-0.2%	-9%	4%	-1%	9%	0.5	61
O=C1CCCN1CCNC(=S)Nc1ccccc1	-6%	8%	i	-0.1%	-1%	1%	-6%	-15%	-1.0	36

(next part)
mol	GPR55 antagonists	GPR35 arrestin U2OS	Yfh1-off respiration	GPR55 beta-arrestin	MgcRacGAP inhibition	SV40 large T antigen	Dengue-2 NS5 capping	AID2073	NTR1 agonist	NTR1 agonist cell count 20 µM
CC1(C)CC(CC(=O)Nc2ccccc2[N+](=O)[O-])C(=O)O1 (stereo not drawn)	5%	8%	i	0.2%	3%	5%	-2%	23%	1.0	42
COc1ccc(NC(=O)Cn2nnc(C(=O)NCc3cccs3)c2N)cc1OC	-1%	-1%	/	-0.1%	9%	11%	1%	8%	-0.8	69
C=C(C)Cn1c(CCNC(=O)CC)nc2ccccc21	-6%	-5%	i	0.2%	5%	-1%	-2%	-1%	0.4	77
OCc1ccnc(Cl)c1	0%	19%	i	-0.2%	0%	0%	1%	22%	-0.3	114
Cc1cccc(OCC(=O)NCCNC(=O)c2ccccn2)c1	-1%	11%	/	-0.1%	6%	5%	-5%	10%	-1.0	63
O=C1c2ccccc2-c2n[nH]c(=O)c3ccc(N4CCCCC4)c1c23	5%	-12%	i	-0.4%	3%	4%	-9%	4%	8.1	35
CCN(CC(=O)NCc1ccc(F)cc1)CC(=O)NC1CCCC1	1%	3%	/	/	-1%	4%	1%	13%	0.1	66
COc1cc2[nH]c3ccccc3c2cc1C	-26%	0%	i	0.0%	-6%	6%	1%	2%	3.5	91
O=C(CCC(=O)OCC(=O)c1cccc([N+](=O)[O-])c1)Nc1cccc(Cl)c1Cl	5%	-25%	i	-0.1%	4%	-3%	2%	-2%	-1.1	68
O=C(O)Cc1ccc(C(=O)c2ccccc2)s1	34%	19%	/	-0.1%	7%	-4%	-4%	-6%	1.3	59
C=CCNCc1cc(=O)n2c(-c3ccccc3)csc2n1	-1%	0%	/	7.3%	27%	4%	-2%	23%	0.0	87
CC(=O)c1c(N)nc2n(c1=O)CCCCC2	-5%	-2%	i	-0.1%	7%	20%	7%	2%	-1.5	59
Cn1c(C2=C(O)CN(c3ccccc3)C2=N)nc2ccccc21	0%	-9%	i	-0.4%	1%	-5%	2%	16%	-0.8	37
Cn1c(Cn2c(=O)sc3ccccc32)nnc1SCC(=O)N1CCCC1	6%	-8%	i	0.8%	2%	-2%	-4%	2%	-0.2	51
COc1ccc(-n2nc(C(=O)NCC(=O)Nc3cccc(Cl)c3)c3ccccc3c2=O)cc1OC	0%	11%	/	0.6%	6%	2%	-5%	19%	3.4	49
CC1CCN(C(=O)Cn2cc(SCC(=O)NCC3CCCO3)c3ccccc32)CC1 (stereo not drawn)	11%	-3%	i	-0.3%	2%	4%	-2%	1%	0.1	76
O=C(NNC(=O)c1ccco1)c1cccc(Br)c1	-5%	-3%	/	0.0%	6%	8%	-3%	10%	-0.8	66
CCOC(=O)c1c(C)c(C(=O)NC2CCCCC2)c(C)n1CC	7%	4%	/	1.1%	7%	11%	-5%	-6%	/	/
Cc1ccc(S(=O)(=O)n2ccc(-c3cccc(OCc4c(F)cccc4Cl)c3)n2)cc1	4%	19%	i	-0.2%	-6%	-1%	2%	11%	-1.5	92
CCNC(=O)NCCNC(=O)c1cc(OCC(F)(F)F)ccc1OCC(F)(F)F	4%	4%	i	0.8%	4%	11%	-1%	-12%	0.2	38
O=C(NC(=S)NCCN1CCOCC1)c1ccccc1	3%	5%	i	-0.2%	3%	22%	2%	-3%	0.8	78
O=S(=O)(Nc1ccc(Oc2ncccn2)c(Cl)c1)c1ccc(Cl)cc1	-2%	10%	/	0.0%	4%	6%	4%	-6%	6.2	67
CSC1=C(C#N)C(c2cccc(Br)c2)CC(=O)N1 (stereo not drawn)	12%	-17%	i	-0.2%	5%	1%	-2%	15%	0.7	62
COC(=O)C1=C(C)NC(C)=C(C(=O)OC)C1c1cc2cc(C)ccc2[nH]c1=O	-18%	3%	i	-0.5%	8%	11%	2%	17%	6.6	97
O=C(Nc1ccccc1)Nc1cccc(C(F)(F)F)c1	6%	-13%	i	0.0%	-2%	0%	-6%	3%	0.8	98
O=c1c(-c2ccccc2)c(O)c2c(n1-c1ccccc1)CCCC2	10%	4%	i	-0.3%	6%	5%	-3%	3%	0.8	80
Cc1cc(F)ccc1S(=O)(=O)N1CCCOC1CNC(=O)C(=O)NCc1ccccn1 (stereo not drawn)	-6%	-14%	/	0.0%	-7%	14%	-5%	7%	1.0	74
CCc1n[nH]c(=S)n1/N=C/c1ccccc1OCc1ccc(Cl)cc1	-9%	-6%	i	0.2%	10%	1%	-4%	24%	0.0	73

Source: PubChem BioAssay (several laboratories)
